EPAC1 antag = antagonists of human EPAC1. EPAC1 GEF assay, Rap1b-BODIPY-GDP exchange fluorescence. Potency, µM (doses to about 115 µM), for inactives: at the highest dose activity change, negative = inhibition, hits mostly inhibitors. actives 0.14% (n = 360,000);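 also: plate controls were vehicle for no effect and positive control for full effect; nearly all actives have a fitted effect of over 50% in size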
PTHR1 ag = activates the human parathyroid hormone receptor PTHR1. actives 0.075% (n = 410,000). HEK293 GP2 PTHR1 cells, GloSensor cAMP luminescence, 1 h. Potency, µM (series often up to 115 µM), inactives show at the top dose activation, usual class: activators; also: nearly all actives have a fitted effect of over 55% in size; some results filed as inactive show a strong effect at the top dose; inactives centre near -15; many of its hits are not listed in these tables
Target sequence (Q03431 whole entry, looked up): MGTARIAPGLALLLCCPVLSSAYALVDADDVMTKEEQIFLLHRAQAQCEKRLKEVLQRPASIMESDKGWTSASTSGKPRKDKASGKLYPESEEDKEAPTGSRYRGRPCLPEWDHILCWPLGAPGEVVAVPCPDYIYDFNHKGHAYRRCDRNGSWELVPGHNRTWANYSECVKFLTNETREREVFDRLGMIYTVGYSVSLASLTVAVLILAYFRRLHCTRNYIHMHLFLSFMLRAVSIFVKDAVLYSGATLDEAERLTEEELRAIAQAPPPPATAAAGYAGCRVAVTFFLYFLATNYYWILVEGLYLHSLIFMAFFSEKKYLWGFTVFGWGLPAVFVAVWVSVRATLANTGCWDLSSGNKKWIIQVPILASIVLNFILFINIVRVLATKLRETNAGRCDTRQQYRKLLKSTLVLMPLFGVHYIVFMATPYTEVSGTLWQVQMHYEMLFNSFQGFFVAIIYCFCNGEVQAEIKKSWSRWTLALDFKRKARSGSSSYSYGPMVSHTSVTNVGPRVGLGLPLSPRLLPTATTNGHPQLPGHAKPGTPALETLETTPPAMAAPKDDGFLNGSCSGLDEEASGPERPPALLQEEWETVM
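HEK-293-derived GP2 cells expressing PTHR1 and a GloSensor cAMP reporter, 3,000/well, plated overnight, given luciferin plus IBMX (each 0.5 mM as added) for 1 h at 37 °C, then compound for 1 h at 37 °C. Luminescence was read after 15 min at room temperature.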
FUS yeast rescue = suppressors of FUS proteinopathy in yeast | S. cerevisiae FUS-expressing, growth rescue, OD600, 24 h | Potency, µM (series often up to 76.6 µM), for the others: at the highest dose growth rescue (activation), hits mostly activators | actives 0.24% (n = 390,000) | AID 1347120;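 also: plate controls were DMSO vehicle for no effect and reference control for full effect; nearly all actives have a fitted effect of over 55% in size; some results filed as inactive show a strong effect at the top dose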
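Read-out: OD at 600 nm after 24hr at 30C, reporting rescue of FUS-induced yeast toxicity. Cells at OD 0.005 in galactose (2%) minimal medium; compounds tested in a dilution series; CP55940 titration from 92uM final as control.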
TDP-43 yeast inh = TDP-43 toxicity inhibition in yeast | TDP-43 expressing yeast growth rescue, BacTiter-Glo, 24 h | Potency, µM (top dose mostly 46.1 µM), inactives show top-dose growth rescue (activation), most hits filed as activators | actives 1.8% (n = 410,000) | AID 652104; also: % of control where 0% means no effect; nearly all actives have a fitted effect of over 50% in size
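Cell-based yeast growth screen: TDP-43 expression induced in galactose, inoculum OD600=0.02 after raffinose pregrowth to mid-log. Read-out BacTiter-Glo luminescence at 24 hr, 30 deg C; inhibition of toxicity seen as signal increase.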
aSyn rescue = alpha-synuclein toxicity inhibition in yeast; Yeast expressing alpha-synuclein, growth rescue, BacTiter-Glo, 24 h; Potency, µM (series often up to 46.1 µM), inactives show at the top dose growth rescue (activation), actives largely listed as activators; actives 0.14% (n = 370,000); AID 652106; also: % of control where 0% means no effect; nearly all actives have a fitted effect of over 65% in size
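Rescue of yeast growth: cells expressing toxic alpha-synuclein, induced in galactose at OD600 0.02, incubated with compound 24 h at 30 C. ATP luminescence quantified growth; inhibitors of toxicity appear as activators.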
EPAC1 ag = agonists of human EPAC1 | actives 0.073% (n = 360,000) | Potency, µM (highest dose often 154 µM), for inactives: top-dose activation, usual class: activators | AID 720707 | O95398 | EPAC1 agonist qHTS, biochemical assay; response scale: 100% = response to 6.5 mM cAMP; also: nearly all actives have a fitted effect of over 60% in size
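Read-out is the fluorescence drop as BODIPY-GDP leaves Rap1B (480 nm excitation, 540 nm emission), recorded every 5 minutes over 30 minutes. Reactions held 100 nM EPAC1, 250 nM Rap1B–BODIPY-GDP and 50 uM GDP, with 6.5 mM cAMP setting full activation.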
EPAC2 antagonist = blocks human EPAC2 exchange factor; Q8WZA2; EPAC2 GEF exchange of Rap1B-BODIPY-GDP, fluorescence; Potency, µM (top dose mostly 114 µM), for the others: at the highest dose activity, negative = inhibition, most hits filed as inhibitors; actives 0.18% (n = 360,000); AID 720708; also: % is scaled to controls: 0 for no effect and ±100 for the full control effect; nearly all actives have a fitted effect of over 45% in size; many of its hits are not listed in these tables
EPAC2 agonist = activates human EPAC2 exchange factor | EPAC2 activation, biochemical qHTS; response scale: 100% = 6.5 mM cAMP response | Potency, µM (highest dose often 154 µM), for the others: at the highest dose activation, hits mostly activators | actives 0.079% (n = 360,000); also: nearly all actives have a fitted effect of over 50% in size
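Exchange assay: 100 nM EPAC2 with 250 nM Rap1B-BODIPY-GDP and 50 uM GDP. Fluorescence (ex 480/em 540 nm) read every 5 min for 30 min at room temperature. Data normalized to 6.5 mM cAMP as agonist control.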
Numbers without * were called inactive; i = inactive; u = inconclusive; x = not tested or not shown; [ ] = remark or other dose. Calls follow the shape of the dose curve; as a rule, active = well fitted curve in the direction sought with a large enough effect; inconclusive = small, poorly fitted or top-dose-only effect, or another doubt; inactive = no such curve, though single readings can be large; an effect the other way counts as inactive or inconclusive. Potency is read from the fitted curve at half-maximal effect. A portion of the library; the hit share may differ from the screen's.

Each structure is followed by: EPAC1 antag, PTHR1 ag, FUS yeast rescue, TDP-43 yeast inh, aSyn rescue, EPAC1 ag, EPAC2 antagonist, EPAC2 agonist
CC(C)COC(=O)n1c(=O)oc2ccc(S(=O)(=O)N3CCCCC3)cc21
 : -5%, -33%[inhibitor], 14%, -7%, 0%, 0%, -12%, 13%
CCOC(=O)C1=C(C)OC(N)=C(C(=O)OC)C12C(=O)Nc1ccc(Br)cc12 (configuration not stated)
 : 4%, -8%, -20%, 11%, 14%, 5%, 1%, 0%
COC(=O)C1=C(c2ccc(F)cc2F)C[C@@H]2CC[C@H]1N2C
 : -26%, -15%, -12%, 5%, -12%, 3%, -4%, 7%
O=C1CC(=O)N(Cc2ccccc2)C(=O)N1Cc1ccccc1
 : 5%, -3%, x, 3%, -3%, -10%, 4%, 7%
CCc1cc(=O)oc2cc(OCC(=O)N3C[C@H]4C[C@@H](C3)c3cccc(=O)n3C4)c(Cl)cc12
 : 3%, -24%, -10%, 2%, 1%, 9%, -3%, 4%
COc1ccc(N2CCN(CCCN)CC2)cc1
 : -13%, -12%, x, 1%, 11%, 7%, 1%, -2%
C[C@H]1CCC/C=C/[C@@H]2C[C@H](O)C[C@H]2[C@@H](O)/C=C/C(=O)O1
 : 3%, i, x, -9%, 19%, -4%, 16%, 9%
CCN1CCC2(CC1)NC(CO)(CO)CO2
 : 10%, -5%[57.5 µM], -18%, 2%, -1%, 1%, 0%[57.1 µM], -13%
CCOc1ccc(CN(CCc2ccc3c(c2)OCO3)Cc2cccc(OC)c2)cc1
 : x, -56%[inhibitor], 8%, -18%, -5%, x, x, x
COc1ccc(CN2Cc3cc(-c4ccccc4)ccc3-n3nncc3C2)cc1
 : 3%, -16%, 17%, u, 2%, -1%, 8%, 7%
OCC12COC3c4ccccc4C(OC1)N32 (configuration not stated)
 : 3%, -4%[57.5 µM], 7%, 26%, 1%, 5%, 5%, -1%
CSCCC(c1nnnn1C1CCCC1)N1CCC2(CC1)C(=O)NCN2c1ccccc1 (configuration not stated)
 : 0%, -19%, 12%, 20%, 0%, -5%, 10%, 1%
O=c1[nH]c(Cl)ccc1CN1CCOCC1
 : 7%, -21%, -19%, 16%, 6%, 6%, 10%, 1%
ClCCN1CCSCC1
 : -8%, i, -11%, -36%[inhibitor], 7%, 16%, -1%, 7%
O=P(C(c1ccc2c(c1)OCO2)N1CCOCC1)(N1CCOCC1)N1CCOCC1 (configuration not stated)
 : 20%, i, 16%, -12%, -2%, -4%, 15%, 1%
COc1ccccc1N=Nc1c(O)[nH]c(=S)[nH]c1=O
 : u, i, 7%, 25%, -1%, -2%, -23%, -9%
CN1CCC(c2c[nH]c3ccccc23)C1 (configuration not stated)
 : -5%, u, -6%, -8%, -4%, 2%, 18%, 5%
COc1cc(/C=N/n2cnnc2)ccc1OC(=O)N(C)C
 : 10%, -5%[57.5 µM], -20%, -5%, -6%, -5%, 0%, 0%
C#CCOCCOCCOCCNc1nc(N2CCN(C(=O)CCCCCCCCCCNC(=O)[C@H]([C@@H](C)CC)n3cc(CCCCN=C(N)N)nn3)CC2)nc(N2CCN(C(=O)CCCCCCCCCCNC(=O)[C@H](CO)n3cc(CCCCCN)nn3)CC2)n1
 : u, -5%, u, u, -54%[inhibitor], -12%, 10%, 4%
COOCC1(C(=O)OC)C[C@H](c2ccc(OC)cc2)N(Cc2ccccc2OC)[C@@H]1c1ccccc1C (some centres not stated)
 : 9%, -31%[inhibitor], 15%, 18%, u, -2%, -8%, 3%
COC(=O)C1=C(c2cc3ccccc3o2)C[C@@H]2CC[C@H]1N2C(=O)NC1CCCCC1
 : -4%, -50%[inhibitor], 2%, 8%, 7%, -12%, -6%, 5%
CN1C(=O)C(=Cc2ccccc2OS(=O)(=O)c2ccccc2)C(=O)N(C)C1=O
 : 9%, -16%, 9%, -37%[inhibitor], 13%, 5%, 3%, 5%
COc1cc2c(cc1OC)C1[C@H]3C(=CC[C@H]1OC2O)CCN3C (some centres not stated)
 : 3%, 18%, -30%, -12%, -4%, -14%, -2%, 0%
O=C(CCC(=O)N1CCC2(CC1)OCCO2)Nc1nnc(C(F)(F)F)s1
 : 14%, i, 0%, -6%, -1%, 2%, 8%, 7%
c1ccc(C2(N3CCCCC3)CCCCC2)cc1
 : -4%, -17%, -38%, 15%, -7%, -9%, 10%, 5%
Cc1cccc(NP(=O)(Oc2ccccc2F)Oc2ccccc2F)c1
 : -15%, -3%, x, u, u, 11%, u, 6%
O=C(CN1C(=O)CN=C(c2ccccc2)c2ccccc21)NCc1ccco1
 : -12%, -6%[57.5 µM], 28%, -2%, 2%, 8%, -3%, 13%
Cc1cc(/C=C2\C(=O)NC(=O)N(c3ccc(Cl)cc3)C2=O)c(C)n1-c1sc2c(c1C#N)CCCC2
 : 50µM*, -36%[inhibitor], u, 18%, 16%, -9%, -10%, -11%
Clc1ccc2c(c1)C(OC1CN3CCC1CC3)c1ccccc1CS2 (configuration not stated)
 : 6%, -8%, x, 7%, -1%, -5%, -7%, -7%
Cc1ccc(-c2nn(CCC#N)cc2C(=O)O)cc1C
 : 7%, i, 15%, -6%, 5%, -1%, 5%, -3%
Fc1ccc(Cn2nnnc2C(c2ccc(F)cc2)N2CC=C(c3ccc(F)cc3)CC2)cc1 (configuration not stated)
 : -20%, i, 16%, 10%, 6%, 5%, -4%, 6%
CC(=NCCN1CCCCC1)c1c(O)n(-c2ccc(Cl)cc2)c(=O)[nH]c1=O
 : 14%, -13%[57.5 µM], 20%, -12%, -11%, 3%, 2%, -6%
ClC1=C(Cl)C2(Cl)C3C(Cl)C=CC3C1(Cl)C2(Cl)Cl (configuration not stated)
 : -2%, -16%, -36%, 6%, 5%, -13%, -24%, 5%
Cc1ccc(C(=O)Nc2ccccc2)cc1S(=O)(=O)N1CCCC1
 : x, -22%, -3%, u, -2%, x, x, x
COC(=O)C1=C(c2ccc(F)cc2F)C[C@@H]2CC[C@H]1N2C(=O)NCC1CC1
 : -3%, -5%, -7%, 20%, -6%, 10%, 11%, 4%
O=C(c1ccccc1)c1cn(CC(=O)N2CCCC2)c2ccccc12
 : 2%, -17%, -4%, 19%, -2%, 10%, -12%, 10%
CCCCC/C(=N\O)c1c[nH]c2ccccc12
 : -7%, i, -8%, u, -13%, 0%, -5%, 5%
Brc1ccc2[nH]cc(/C=N/N3CCCCC3)c2c1
 : -22%, -18%, x, 7%, -3%, 6%, -14%, 7%
Cn1nc(C(C)(C)C)cc1C(=O)N1CCCCC1c1cc(C(=O)Nc2ccc(F)c(Cl)c2)no1 (configuration not stated)
 : -14%, -89%[inhibitor], u, 13%, 12%, -9%, -8%, 3%
O=c1[nH]c(=O)n(Cc2ccc(F)cc2)c(O)c1C=NCC1CCCO1 (configuration not stated)
 : 28%, i, -11%, -13%, -2%, u, 0%, 5%

Reformatted as comma-separated lines: entries from further up.
molecule,EPAC1 antag,PTHR1 ag,FUS yeast rescue,TDP-43 yeast inh,aSyn rescue,EPAC1 ag,EPAC2 antagonist,EPAC2 agonist
O=C(CN1C(=O)CN=C(c2ccccc2)c2ccccc21)NCc1ccco1,-12%,-6%[57.5 µM],28%,-2%,2%,8%,-3%,13%
Cc1cc(/C=C2\C(=O)NC(=O)N(c3ccc(Cl)cc3)C2=O)c(C)n1-c1sc2c(c1C#N)CCCC2,50µM*,-36%[inhibitor],u,18%,16%,-9%,-10%,-11%
Clc1ccc2c(c1)C(OC1CN3CCC1CC3)c1ccccc1CS2 (configuration not stated),6%,-8%,x,7%,-1%,-5%,-7%,-7%
Cc1ccc(-c2nn(CCC#N)cc2C(=O)O)cc1C,7%,i,15%,-6%,5%,-1%,5%,-3%
Fc1ccc(Cn2nnnc2C(c2ccc(F)cc2)N2CC=C(c3ccc(F)cc3)CC2)cc1 (configuration not stated),-20%,i,16%,10%,6%,5%,-4%,6%
CC(=NCCN1CCCCC1)c1c(O)n(-c2ccc(Cl)cc2)c(=O)[nH]c1=O,14%,-13%[57.5 µM],20%,-12%,-11%,3%,2%,-6%
ClC1=C(Cl)C2(Cl)C3C(Cl)C=CC3C1(Cl)C2(Cl)Cl (configuration not stated),-2%,-16%,-36%,6%,5%,-13%,-24%,5%
Cc1ccc(C(=O)Nc2ccccc2)cc1S(=O)(=O)N1CCCC1,x,-22%,-3%,u,-2%,x,x,x
COC(=O)C1=C(c2ccc(F)cc2F)C[C@@H]2CC[C@H]1N2C(=O)NCC1CC1,-3%,-5%,-7%,20%,-6%,10%,11%,4%

Following part.
Each structure is followed by: EPAC1 antag, PTHR1 ag, FUS yeast rescue, TDP-43 yeast inh, aSyn rescue, EPAC1 ag, EPAC2 antagonist, EPAC2 agonist
COc1ccc(S(=O)(=O)NC(CC(=O)N2CCC3(CC2)OCCO3)c2ccco2)cc1 (configuration not stated)
 : -1%, i, -2%, 8%, -8%, 13%, -1%, 14%
CCCCC(=O)N/N=C/c1c(O)n(C2CC2)c(=S)[nH]c1=O
 : 12%, i, x, -2%, -1%, 3%, 14%, 0%
COC(=O)C1=C(c2cc3ccccc3o2)C[C@@H]2CC[C@H]1N2C(=O)N1CCCCC1
 : -11%, -31%[inhibitor], 34%, 10%, -13%, 1%, -14%, 18%
Cc1cc(C(=O)OCC(=O)Nc2ccc(F)cc2F)c(C)n1C1CC1
 : 18%, 12%, -4%, 17%, 8%, -1%, 2%, 5%
CCCCCCN1CCN(c2ccc(Cl)cc2)CC1
 : 26%, -18%, 4%, -19%, -8%, -5%, 6%, 7%
Cc1cc(C)n2nc(C)[n+](C)c2n1
 : -1%, i, -4%, -8%, -4%, -1%, -9%, -5%
COc1ccc2c(c1O)[C@]13CCN(C)[C@H](C2)[C@@H]1CCC(=O)C3
 : 7%, u, 16%, -8%, -8%, 2%, 8%, 4%
Cc1ncc2n1-c1ccc(Cl)cc1C(c1ccccc1F)=NC2
 : -7%, -7%, -43%, 3%, 7%, -12%, -9%, 8%
COc1ccc(Cn2c(=O)oc3ccc(C)cc32)cc1OC
 : 1%, i, 8%, u, -3%, 3%, 14%, 9%
O=C1NC(=O)C(=Cc2ccc(-c3cc(Cl)ccc3[N+](=O)[O-])o2)C(=O)N1
 : u, -66%[inhibitor], 49%, -95%[inhibitor], 23%, 11%, -7%, 0%
CCOC(=O)c1[nH]ncc1CN1CCCC(C(=O)c2cccc(Cl)c2)C1 (configuration not stated)
 : 9%, i, -6%, 1%, -1%, -1%, -8%, -3%
N#CC(C#N)=C(N)c1cccnc1
 : -6%, i, -11%, -7%, -3%, 7%, 1%, 4%

Assay outcomes deposited in PubChem by National Center for Advancing Translational Sciences (NCATS).
